# CRFR2-BP ag: agonists of CRF-BP/CRF-R2 complex, primary screen, cell-based, HEK293, calcium dye fluorescence, uHTS; AID 588473, 2011; calcium dye fluorescence (FLIPR); percent of saturating CRF peptide response; 350,000 tested, 0.46% active; CRF-binding protein / CRF receptor 2 complex (human); activation, % at 13.2 µM;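 active means activation of at least 50%, plus an integration ratio under a set limit after plate pattern correction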;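 further: plate controls were neutral control wells without compound for no effect and CRF at EC100 for full effect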
# M5 PAM: human M5 muscarinic receptor positive allosteric modulators, primary screen, CHO-K1 cells, Fluo-8 calcium fluorescence; CHO-K1 hM5, ACh EC20 PAM; 0% = ACh EC20, 100% = ACh EC100; activation, % at 3 µM; 360,000 tested, 0.3% active; AID 624038, 2012;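 active means activation above the run cutoff, the mean activation of all test compounds plus 3 SD, cut at about 18% in these data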
# Target sequence (P08912 whole entry, looked up): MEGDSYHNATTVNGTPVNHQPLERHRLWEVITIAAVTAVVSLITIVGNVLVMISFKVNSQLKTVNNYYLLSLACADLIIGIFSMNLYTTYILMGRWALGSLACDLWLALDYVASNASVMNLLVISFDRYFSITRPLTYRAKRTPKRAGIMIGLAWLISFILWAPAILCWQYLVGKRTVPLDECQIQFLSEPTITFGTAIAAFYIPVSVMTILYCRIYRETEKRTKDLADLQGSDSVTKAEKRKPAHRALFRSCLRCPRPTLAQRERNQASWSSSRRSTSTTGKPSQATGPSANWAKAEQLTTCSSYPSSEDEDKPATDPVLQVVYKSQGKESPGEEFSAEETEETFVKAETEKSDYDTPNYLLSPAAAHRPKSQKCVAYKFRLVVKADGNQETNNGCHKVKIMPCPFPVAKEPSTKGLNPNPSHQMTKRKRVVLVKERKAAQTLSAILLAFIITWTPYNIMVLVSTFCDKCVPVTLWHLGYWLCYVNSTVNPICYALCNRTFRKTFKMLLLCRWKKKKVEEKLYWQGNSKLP
#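 Test system: CHO-K1 hM5 cells / Doses: single-point, 3 µM nominal / Times: Post-acetylcholine fluorescence recording 140 s / Technique: Fluo-8 calcium fluorescence / Measure: Max/basal fluorescence ratio as % of EC20–EC100 ACh window / Benchmarks: low control EC20 acetylcholine (0%), high control EC100 acetylcholine (100%) / Replicates: one well per compound, no replicates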
# M4 ag: human M4 muscarinic receptor agonists, primary screen, CHO-K1 cells, Fluo-8 calcium fluorescence; AID 624127, 2012; activation, % at 3 µM; CHO-K1 hM4/Gqi5; vehicle 0%, full acetylcholine response 100%; Muscarinic acetylcholine receptor M4 (Homo sapiens), P08173; 360,000 tested, 0.14% active;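 active means activation above the run mean over all test wells plus 3 SD, cut at about 32% in these data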;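 further: peak over basal fluorescence ratio per well then scaled between controls; 0% = DMSO wells and 100% = acetylcholine at EC100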
# CHRM1 PAM: human M1 muscarinic receptor positive allosteric modulators, primary screen, CHO-K1 cells, Fluo-8 calcium fluorescence, 1536-well; Muscarinic acetylcholine receptor M1 (Homo sapiens), P11229; 360,000 tested, 0.088% active; AID 588819, 2011; activation, % at 3 µM; CHO-K1 hM1, ACh EC20; 0% = ACh EC20, 100% = maximal ACh; in the data active means activation above about 19%, passing the limit was not always enough
# Target sequence (P11229 whole entry, looked up): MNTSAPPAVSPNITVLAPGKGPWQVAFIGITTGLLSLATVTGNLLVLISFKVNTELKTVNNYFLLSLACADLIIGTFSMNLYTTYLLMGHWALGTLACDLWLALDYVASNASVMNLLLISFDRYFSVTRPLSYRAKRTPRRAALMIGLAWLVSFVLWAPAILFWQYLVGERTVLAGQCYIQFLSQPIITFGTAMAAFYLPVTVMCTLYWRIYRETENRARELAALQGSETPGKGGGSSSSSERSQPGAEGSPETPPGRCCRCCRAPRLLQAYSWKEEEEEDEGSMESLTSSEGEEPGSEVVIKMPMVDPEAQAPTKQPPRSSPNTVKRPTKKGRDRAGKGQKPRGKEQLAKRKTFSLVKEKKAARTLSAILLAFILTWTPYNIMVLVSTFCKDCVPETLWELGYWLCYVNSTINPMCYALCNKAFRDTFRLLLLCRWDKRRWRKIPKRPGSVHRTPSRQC
# M5 ag: human M5 muscarinic receptor agonists, primary screen, CHO-K1 cells, Fluo-8 calcium fluorescence | Muscarinic acetylcholine receptor M5 (Homo sapiens), P08912 | CHO-K1 hM5 cells; 0% DMSO wells, 100% maximal acetylcholine response | activation, % at 3 µM | AID 624037, 2012 | 360,000 tested, 0.19% active;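 active means activation above the run's mean over test compounds plus 3 SD, cut at about 23% in these data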;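 further: signal is peak over basal fluorescence ratio across the kinetic read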
# CRFBP-R2 block: antagonists of CRF-BP/CRF-R2 complex, primary screen, cell-based, HEK293, calcium dye fluorescence, uHTS; CRF-induced calcium fluorescence; inhibition, % at 11.8 µM; 350,000 tested, 0.59% active;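 active means inhibition of the ligand-induced calcium signal above about 50% at the single tested concentration, limit read from the data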
# CHRM4 antagonist: human M4 muscarinic receptor antagonists, primary screen, CHO cells, Fluo-8 calcium fluorescence. Muscarinic acetylcholine receptor M4 (Homo sapiens), P08173. CHO-hM4 cells, ACh EC80. inhibition, % at 3 µM. 360,000 tested, 0.73% active;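 active means inhibition above its plate's cutoff, the mean inhibition of sample wells plus 3 SD, cut at about 27% in these data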;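 further: 0% = acetylcholine EC80 with DMSO and 100% = DMSO without agonist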
# M5 antag: human M5 muscarinic receptor antagonists, primary screen, CHO cells, Fluo-8 calcium fluorescence; Muscarinic acetylcholine receptor M5 (Homo sapiens), P08912; CHO-hM5 cells, ACh EC80; inhibition, % at 3 µM; 360,000 tested, 0.59% active;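 active means inhibition above a per-plate cutoff, the mean of that plate's test compounds plus 3 SD, cut at about 27% in these data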;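 further: 0% = acetylcholine EC80 with DMSO and 100% = DMSO without agonist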
# M4 PAM: human M4 muscarinic receptor positive allosteric modulators, primary screen, CHO-K1 cells, Fluo-8 calcium fluorescence; Muscarinic acetylcholine receptor M4 (Homo sapiens), P08173; CHO-K1 hM4/Gqi5, ACh EC20; 0% = ACh EC20, 100% = maximal ACh; activation, % at 3 µM; 360,000 tested, 0.4% active; AID 624126, 2012;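 active means activation above its plate's cutoff, the mean activation of sample wells plus 3 SD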; further: some results filed as inactive read as strong as hits
# Active calls of the source: *; nt = no result given.
SMILES,CRFR2-BP ag,M5 PAM,M4 ag,CHRM1 PAM,M5 ag,CRFBP-R2 block,CHRM4 antagonist,M5 antag,M4 PAM
CN1CCN(S(=O)(=O)c2ccc(NC(=O)c3csc4ccccc34)cc2)CC1,-1.4,-3,9,7,2,-15,5,8,-3
O=C(COC(=O)CCc1nc2ccccc2c(=O)[nH]1)Nc1ccc(Cl)cn1,-5.3,3,3,7,-4,10,-1,6,6
CCCN(C)C1CN(Cc2cn(Cc3ccc(F)cc3)nn2)S(=O)(=O)C1 (stereo unspecified),nt,-2,1,nt,0,nt,1,2,12
O=C(Nc1cnc2sccn2c1=O)c1ccc(Cl)cc1Cl,-0.8,-4,1,10,1,-3,3,-6,8
COc1cc(/C=C2\SC(=Nc3ccccc3)N(Cc3ccco3)C2=O)ccc1OC(C)C(=O)O (stereo unspecified),11,6,-1,13,3,-5,11,-5,1
CCCCCCCCNCCS(=O)(=O)NCc1ccccc1OC,0.0,3,3,1,1,-4,-3,-13,-8
Cc1ccc(C(=O)Nc2ccc(S(=O)(=O)N3CCOCC3)cc2)cc1,-2.0,8,6,4,1,-6,2,-14,-11
CC(C)c1ccc(OCC(=O)Nc2ccc3oc(=O)ccc3c2)cc1,0.0,-10,14,4,-2,-5,-4,6,-15
Cc1ccc(Oc2ccc(S(=O)(=O)N3CCOCC3)cc2C(N)=O)cc1C,-0.6,-4,3,0,0,-6,1,10,0
CCOc1ccccc1NC(=O)c1cc(C(=O)Nc2ccccc2OCC)cc(N2C(=O)CCC2=O)c1,0.9,-17,9,-9,-1,8,3,29*,-9
O=C1C(=O)N(CCCc2ccccc2)c2ccccc21,-0.9,-2,1,6,26*,4,11,-9,-5
CN1CCN(C(=O)c2cc3sc4ccccc4c3s2)CC1,0.1,-3,2,3,-10,1,2,11,2
CCCNC(=O)C1(C)CCCN(C(=O)c2ccccc2OC(F)(F)F)C1 (stereo unspecified),nt,-3,1,7,1,nt,-15,1,1
COC(=O)c1c(C)nsc1NC(=O)Oc1ccccc1,-1.8,-2,0,12,1,-13,-1,7,0
O=C(NCc1ccccn1)Nc1ccc(Br)cc1Cl,-9.0,-1,0,2,-7,38,3,3,3
CCc1c(C)sc(NC(=O)c2cc(-c3ccco3)on2)c1C#N,14,1,0,2,4,-17,4,-1,1
Cc1ccc(NC(=O)CSc2ccc3c(c2)OCCO3)nc1,-1.5,4,1,11,-7,14,-9,4,-7
Cc1ccc(C2(C)NC(=O)N(CC(=O)N3c4ccccc4NC(=O)CC3C)C2=O)cc1 (stereo unspecified),2.4,0,2,2,0,0,-18,-3,9
CCOC(=O)/C(C#N)=C/c1cn(CCOc2ccccc2)c2ccccc12,4.9,-7,4,-2,2,-27,-1,1,-6
CN1CCN(CCCNC(=O)Nc2ccc([N+](=O)[O-])cc2)CC1,0.3,-7,2,6,0,3,5,12,0
Cc1nccn1CCCNC(=O)c1nc(Cn2cc([N+](=O)[O-])cn2)no1,-0.4,8,0,-3,-1,11,3,-2,0
Cc1cc(=O)oc(C)c1C(=O)NCCc1ccc(F)cc1,-0.6,3,0,2,-6,2,-2,4,1
CCOc1ccc(/C=C2\SC(=S)N(CCC(=O)N(CCO)c3ccccc3)C2=O)cc1,1.6,-1,7,-2,0,0,-4,4,-8
Cc1cc(C)cc(OCC(=O)OCC(=O)NC2CCCCCC2)c1,0.4,7,-1,6,-5,2,7,4,4
COC(=O)c1sc(N/N=C/c2ccc(C(C)C)cc2)nc1C,-0.2,4,1,7,-1,-13,-15,-3,0
Cn1ncc(Cl)c1C(=O)NCc1ccc(Cl)cc1,0.3,-8,7,0,4,2,5,6,2
NC(=O)c1ccccc1OCC(=O)Nc1ccc(Cl)c(Cl)c1,-2.4,-7,15,-5,5,0,8,6,-18
CCOC(=O)C1CCN(S(=O)(=O)c2ccc(Cl)nc2)CC1,-1.4,-6,0,-9,0,-7,-5,10,7
Cc1nc2ccccc2n1CCOc1ccccc1,0.5,-7,10,-7,4,30,0,-2,-7
O=C(NCc1ccco1)c1cc(-c2ccccc2)nn1CC1CC(c2cccnc2)=NO1 (stereo unspecified),-1.4,-4,8,-2,1,-2,5,7,-8
Cc1oc(-c2ccc(Cl)cc2)nc1CN1CCC(C(=O)NCc2cccnc2)CC1,-0.2,8,0,-7,-2,9,3,-12,-4
CS(=O)(=O)Nc1ccc2c(c1)[C@@H]1C[C@@H](CC(=O)NCc3cccnc3)O[C@H](CO)[C@@H]1O2,5.2,-1,0,7,1,-10,-12,2,3
Cc1cccc(/C=N/NC(=O)c2c(-c3ccccc3)noc2C)c1O,2.2,-11,1,2,-6,0,5,9,1
O=C(N/N=C1\CCSc2ccc(F)cc21)c1cccnc1,0.2,3,3,13,1,-6,0,6,10
CCC(=O)c1ccc(OCCN2CCOCC2)cc1,-0.8,4,1,13,0,-8,8,-4,2
COc1ccc2c(c1)O/C(=C\c1sccc1C)C2=O,0.1,4,0,-6,-5,24,-7,8,5
COc1cc(Cl)ccc1OCc1cc(C(=O)N2CCN(C3CCCCC3)CC2)no1,-1.6,-8,4,-11,-2,-3,1,4,-9
CCOc1ccccc1OCCCC(=O)N1CCN(S(=O)(=O)c2cccc(F)c2)CC1,2.1,-4,3,3,0,16,2,2,-5
O=C(CSc1nc2ccccc2[nH]1)N/N=C/c1ccco1,-0.2,-1,1,3,-4,2,3,4,-4
Cc1cc(C)n2nc(SCC(=O)NC3CCCCC3C)nc2n1 (stereo unspecified),-0.6,1,1,2,-4,-3,-8,3,11

# Grouped by structure: the entries above with an aryl thioether with sulfur outside any ring.
SMILES,CRFR2-BP ag,M5 PAM,M4 ag,CHRM1 PAM,M5 ag,CRFBP-R2 block,CHRM4 antagonist,M5 antag,M4 PAM
Cc1ccc(NC(=O)CSc2ccc3c(c2)OCCO3)nc1,-1.5,4,1,11,-7,14,-9,4,-7
O=C(CSc1nc2ccccc2[nH]1)N/N=C/c1ccco1,-0.2,-1,1,3,-4,2,3,4,-4
Cc1cc(C)n2nc(SCC(=O)NC3CCCCC3C)nc2n1 (stereo unspecified),-0.6,1,1,2,-4,-3,-8,3,11

# (list continues)
SMILES,CRFR2-BP ag,M5 PAM,M4 ag,CHRM1 PAM,M5 ag,CRFBP-R2 block,CHRM4 antagonist,M5 antag,M4 PAM
CCOC(=O)C1(C)CCCCN1C(=O)c1ccnc(Cl)c1 (stereo unspecified),nt,9,2,5,0,nt,8,-39,-5
COc1ccc(OC)c(S(=O)(=O)NC(C)(C)C)c1,0.2,5,1,1,2,-4,4,-1,5
COCCN(CCOC)c1nc(N)c2c(N)nc3c(c2c1C#N)CC(=O)N3Cc1ccc(Cl)cc1,-2.2,-2,1,2,-1,8,26,3,-14
CCn1c(=O)cc(SCC(=O)NCc2ccc(C)cc2)c2ccccc21,-1.8,-4,6,2,1,27,-6,-1,1
Cc1cccc(NC(=S)NN2CCN(C)CC2)c1,-1.0,4,2,9,-9,10,3,6,13
CCOC(=O)C1=C(C)NC(=O)NC1c1ccc(Cl)cc1Cl (stereo unspecified),-1.8,0,0,8,-3,-12,-2,-3,18
Cn1c2ccccc2c(=O)c2ccc(C#CC3(O)CCCCC3)cc21,0.5,-41,37*,-23,-1,6,10,17,-16
O=C(CN1CCC(NC(=O)c2ccccc2F)CC1)NCc1ccc(F)cc1,-2.2,8,0,7,-5,5,-3,-3,1
CCOC(=O)C1=C(O)C(Nc2nc3ccccc3s2)(C(F)(F)F)N=C1C (stereo unspecified),-0.7,3,-1,-2,-3,-6,-13,1,7
CC(C)CCNC(=O)C1(c2cccs2)CCOCC1,0.5,7,1,21,7,0,-6,-1,-8
Cc1c(Br)c(C(F)(F)F)nn1CC(=O)NCC1CCCO1 (stereo unspecified),-0.9,2,0,2,-1,6,-4,-2,13
FC(F)(F)c1ccc(C2[C@H]3CN(CC4CCCCC4)[C@H](c4ccccc4)C34CC2(c2cccnc2)C4)cc1 (stereo partly specified),1.3,-7,0,-25,0,-3,3,5,-10
O=C(CSc1nnc(-c2ccc(Cl)cc2)n1Cc1ccco1)Nc1ccc2c(c1)OCCO2,0.5,-6,0,-4,-2,19,0,-2,1
O=C(O)c1ccc2c(c1)N(Cc1ccc(F)cc1)C(=O)c1ccccc1S2,-0.8,1,1,6,-4,-19,-3,9,3
CS(=O)(=O)N1CCC(C(=O)NCCN2CCN(Cc3ccccc3)CC2)CC1,1.1,-3,2,5,-2,2,4,4,-4
CCCCNC(=O)[C@@H]1CC=C[C@@H]2CCN(Cc3ccc(Cl)c(Cl)c3)C(=O)[C@@H]21,-0.9,-5,2,9,-2,-1,0,8,8
CCC(C(=O)OCC(=O)NC(=O)c1ccccc1OC)c1ccccc1 (stereo unspecified),-1.1,7,0,14,1,-4,0,2,10
CCn1ncc(C2C(C(=O)Nc3ccc(C)cn3)=C(C)NC3=C2C(=O)CCC3)c1C (stereo unspecified),-1.0,9,1,-5,-2,-2,7,1,-1
Cc1ccc(NC(=O)CSc2nnc(-c3ccncc3)n2C)cc1S(=O)(=O)N1CCOCC1,0.8,4,2,10,1,11,-7,0,1
C=CCOC(=O)C(C(=O)Cc1ccccc1)c1ccccc1 (stereo unspecified),5.4,1,-1,2,-11,9,-2,10,-3
Cc1cccc(N2CCN(C(=O)CCNC(=O)Cn3ccc4ccccc4c3=O)CC2)c1C,0.5,2,1,12,-2,-18,4,1,13
O=C(C1CCCN(S(=O)(=O)c2ccccc2)C1)N1CCCc2ccccc21 (stereo unspecified),-0.6,-6,5,-8,-4,-22,-17,5,-1
CCn1c(SC2CCOC2=O)nnc1-c1ccc(Cl)cc1 (stereo unspecified),0.1,1,1,6,-4,16,10,-2,-2
COc1ccc(S(=O)(=O)N2CCOC2CNC(=O)C(=O)NCCN2CCOCC2)cc1OC (stereo unspecified),0.1,5,1,13,1,-16,-4,4,6
O=C1CC(/C=C/c2ccccn2)=Nc2ccccc2N1,-0.6,-11,2,-1,-2,-14,0,0,-6
CCCOC(=O)CCn1c(=S)oc2ccccc21,-0.3,0,0,11,-4,11,7,-3,-10
CCC(C)n1c(SCC(=O)NC2CCS(=O)(=O)C2)nc2ccccc2c1=O (stereo unspecified),-0.2,-2,0,-1,0,-6,0,-9,-4
CS(=O)(=O)c1cccc(C(=O)Oc2ccccc2)c1,-1.6,4,1,6,2,5,3,-9,9
COc1cc(O)c(C(CCN2CCCC(C)C2)c2ccc(N(C)C)cc2)c(OC)c1 (stereo unspecified),-1.2,1,2,-4,-12,5,-2,5,-4
OCC[C@@H]1C[C@@H](O)[C@H](O)[C@@]2(CCCO2)O1,4.4,3,0,9,2,8,-7,1,3
O=S(=O)(NCc1ccc(C(F)(F)F)cc1)c1ccc(-n2cnnn2)cc1,0.0,-5,3,-6,0,6,2,13,-1
